MrgX1 antag: antagonists of human MrgX1 receptor, primary screen, HEK293 cells, Fluo-4 calcium flux. Mas-related G-protein coupled receptor member X1 (Homo sapiens), Q96LB2. BAM8-22 antagonism; stronger effect = lower value. B-score at 10 µM. 310,000 compounds, 1.3% hits;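 active = calcium-response B-score plate-corrected more than 3 library SD below zero, starting fluorescence within 5 deviations, no agonist response on first addition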;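 note: peak minus trough fluorescence over baseline after final BAM8-22 challenge near maximal dose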
TRPC4 block: inhibitors of mouse TRPC4 channel, primary screen, Fluo4 calcium, HEK293 TRPC4beta/mu-opioid cells; B-score at 10 µM; Short transient receptor potential channel 4 (Mus musculus), Q9QUQ5; 300,000 compounds, 0.39% hits; AID 2247, 2010; DAMGO-evoked Fluo4 calcium flux; stronger effect = lower value;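 active = B-score over 3 SD under the library average, no early fluorescence shift, positive overall ratio signal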
Target sequence (Q9QUQ5 whole entry, looked up): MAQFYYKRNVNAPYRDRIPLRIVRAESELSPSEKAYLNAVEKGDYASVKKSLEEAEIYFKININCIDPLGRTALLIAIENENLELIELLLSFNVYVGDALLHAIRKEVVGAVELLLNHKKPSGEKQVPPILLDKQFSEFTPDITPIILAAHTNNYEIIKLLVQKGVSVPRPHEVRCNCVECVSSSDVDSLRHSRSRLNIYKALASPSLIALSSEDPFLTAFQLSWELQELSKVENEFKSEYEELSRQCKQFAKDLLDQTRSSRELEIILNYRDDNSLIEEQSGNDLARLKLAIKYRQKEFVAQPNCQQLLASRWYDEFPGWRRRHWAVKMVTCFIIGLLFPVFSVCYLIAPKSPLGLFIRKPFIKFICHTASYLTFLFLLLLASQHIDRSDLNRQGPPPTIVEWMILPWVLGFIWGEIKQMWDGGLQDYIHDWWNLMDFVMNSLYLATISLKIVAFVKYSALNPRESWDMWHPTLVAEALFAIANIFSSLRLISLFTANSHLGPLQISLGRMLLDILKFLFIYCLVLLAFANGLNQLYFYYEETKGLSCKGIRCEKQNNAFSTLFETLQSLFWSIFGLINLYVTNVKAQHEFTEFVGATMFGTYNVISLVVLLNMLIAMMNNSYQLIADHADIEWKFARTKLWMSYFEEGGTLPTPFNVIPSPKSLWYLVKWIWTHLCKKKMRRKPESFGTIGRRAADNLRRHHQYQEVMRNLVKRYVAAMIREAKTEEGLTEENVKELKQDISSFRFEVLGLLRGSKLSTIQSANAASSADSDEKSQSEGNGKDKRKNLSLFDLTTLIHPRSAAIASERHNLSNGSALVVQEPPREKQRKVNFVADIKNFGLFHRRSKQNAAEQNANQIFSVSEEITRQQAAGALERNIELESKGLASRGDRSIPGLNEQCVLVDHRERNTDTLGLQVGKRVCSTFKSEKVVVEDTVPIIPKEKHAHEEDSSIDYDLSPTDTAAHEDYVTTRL
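System: stable TRPC4beta/mu-opioid receptor HEK293 cells; Dosing: single-point compound dosing; Measured by: Fluo4 Ca2+ flux fluorescence; Read-out basis: per-well B score of integrated baseline-normalized Fluo4 ratio.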
RGS4 inh: RGS4 inhibitors, primary screen, cell-based, HEK293 M3R inducible RGS4, calcium flux; Regulator of G-protein signaling 4 (Homo sapiens), P49798; Fluo-4 calcium flux; stronger effect = higher value; triggered by carbachol at its EC20; B-score at 10 µM; 310,000 compounds, 0.45% hits; AID 463165, 2010;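 active = B-score, a plate-corrected calcium signal, over three deviations above library mean, with baseline fluorescence within five deviations of library mean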;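 note: RGS4 expression induced by doxycycline in cells with stable M3 receptor; B-score is computed from the integrated fluorescence ratio over baseline after carbachol; higher B-score means a larger calcium signal and so more RGS4 inhibition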
TRPC6 activator: mouse TRPC6 channel activators, primary screen, cell-based, HEK293, membrane potential dye. Short transient receptor potential channel 6 (Mus musculus), Q61143. HEK293-TRPC6 membrane potential dye fluorescence; stronger effect = higher value. B-score at 10 µM. 310,000 compounds, 0.13% hits. AID 2550, 2010;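 active = B-score of the integrated fluorescence ratio above library mean plus 3 SD, and starting fluorescence ratio within library mean plus 5 SD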;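 note: higher score means more depolarization so channel activation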
RGS4 pot: RGS4 potentiators or activators, primary screen, cell-based, HEK293 M3R inducible RGS4, calcium flux; AID 463111, 2010; carbachol calcium flux Fluo4; stronger effect = lower value; 310,000 compounds, 0.92% hits; B-score at 10 µM;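 active = B-score of the integrated calcium signal more than 4 SD below the library mean, with starting fluorescence not abnormally high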;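 note: negative B-score means reduced calcium response which marks RGS4 activation or potentiation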
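Detection: kinetic calcium fluorescence imaging with Fluo4-AM dye, 2 µM / Material: HEK293 cells with stable M3R and inducible RGS4 / Schedule: recording 10 s baseline at 1 Hz, 100 s post-agonist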
TRPC6 inhibitor: mouse TRPC6 channel inhibitors, primary screen, cell-based, HEK293, membrane potential dye; 310,000 compounds, 1.1% hits; B-score at 10 µM; ACh-evoked depolarization; stronger effect = lower value;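 active = B-score under library mean minus 3 SD, initial fluorescence not abnormally high, positive integrated signal ratio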;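 note: B-score derived from integrated fluorescence ratio over the kinetic read; more negative B-score means stronger inhibition of depolarization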
HIF activator: HIF pathway transcriptional activators, primary screen, cell-based, U2OS HRE-luciferase, luminescence; U2OS HRE-luciferase reporter; normalized: DMSO 0%, desferrioxamine 100%; activation, % at 7.5 µM (by protocol); 300,000 compounds, 0.32% hits;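 active = mean activation of at least 10% of the iron chelator positive control signal, with at least half of replicates also reaching 10%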
MrgX1 agonist: agonists of human MrgX1 receptor, primary screen, HEK293 cells, Fluo-4 calcium flux; AID 588627, 2011; B-score at 10 µM; 310,000 compounds, 0.44% hits; Fluo-4 calcium fluorescence, agonist mode; stronger effect = higher value; Mas-related G-protein coupled receptor member X1 (Homo sapiens), Q96LB2;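 active = calcium response B-score plate-corrected fluorescence ratio at least 3 library SD, with starting fluorescence B-score inside 5 SD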
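Test system: HEK293 cells stably expressing human MrgX1 receptor; Input: fifteen thousand cells per well; Dosing: compound delivered in addition one of three; Schedule: overnight seeding, then 1 h dark dye loading; Technique: Fluo-4 NW calcium fluorescence; Measure: B-scored fluorescence response ratio; Controls: positive and negative controls per plate.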
SKKanGAS inh: S. pyogenes SKKanGAS growth inhibitors in kanamycin, primary screen, streptokinase expression inhibitor project, SKKanGAS strain, BacTiter-Glo luminescence; inhibition, % at 7.5 µM; 300,000 compounds, 1.3% hits; 6 h;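 active = mean replicate score, as percent of positive control median, at least 50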;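 note: strain carries kanamycin resistance gene driven by streptokinase promoter and grows in 40 µg/ml kanamycin; loss of luminescence reflects streptokinase promoter inhibition or plain growth inhibition; 0% = median of DMSO wells and 100% = positive control at its reference dose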
MrgX1 PAM: positive allosteric modulators of MrgX1, primary screen, HEK293 cells, Fluo-4 calcium flux | Mas-related G-protein coupled receptor member X1 (Homo sapiens), Q96LB2 | FDSS; stronger effect = higher value | B-score at 10 µM | 310,000 compounds, 0.63% hits | AID 588675, 2011;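 active = plate-corrected calcium response at least 3 library SD above typical, normal starting fluorescence, not activating the receptor alone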;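 note: compound read alongside a low EC10 to EC30 dose of BAM8-22 agonist; peak minus trough fluorescence over baseline measured at the second addition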
Platelet DG rel: inhibitors of platelet dense granule secretion, primary screen, cell-based, MLPCN, human platelets; human platelet-rich plasma, SFLLRN dense granule ATP release, luminescence; inhibition, %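 (compounds screened at 7.5 µM in platelet-rich plasma)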; 300,000 compounds, 0.22% hits; AID 1663, 2009;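 active = mean replicate score, as percent of positive control, at or above 50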
Active calls of the source: *; i = inactive; . = not tested or not shown.

structure | RGS4 pot | MrgX1 PAM | MrgX1 antag | HIF activator | MrgX1 agonist | TRPC4 block | SKKanGAS inh | TRPC6 activator | RGS4 inh | Platelet DG rel | TRPC6 inhibitor
CCOc1ccc(CCNC(=O)c2nnn(CC(=O)Nc3ccc(OC)c(OC)c3)c2N)cc1OCC | i | i | i | 0.5 | i | i | 0.8 | i | i | 1.2 | i
CCC(=O)NC(=S)Nc1cccc(-c2nc3ncccc3o2)c1 | i | i | i | 0.0 | i | i | 3.0 | i | i | -16.4 | i
O=C(COC(=O)CCC(=O)c1cccs1)Nc1cccc(S(=O)(=O)N2CCOCC2)c1 | i | i | i | 2.1 | i | i | -9.8 | i | i | 4.4 | i
CC1CN(C(=O)C(C)Sc2nc3ccccc3s2)CC(C)O1 (stereo not drawn) | i | i | i | -2.2 | i | i | 2.7 | i | i | 1.1 | i
COc1ccc(CNC(=O)/C=C/c2ccco2)cc1OC | i | i | i | 0.1 | i | i | -5.3 | i | i | 4.2 | i
COc1cc(CNC23CC4CC(CC(C4)C2)C3)ccc1OCc1ccccc1 | i | i | i | -0.2 | i | i | -3.4 | i | i | 7.4 | i
O=C(CSc1nnc(-c2ccccc2F)o1)NC1CCCCC1 | i | i | i | -0.2 | i | i | 1.7 | i | i | 13.9 | i
O=C(CC1C(=O)NCCN1Cc1c(F)cccc1Cl)NC1CCCC1 (stereo not drawn) | i | i | i | -0.1 | i | i | -1.9 | i | i | -8.3 | i
c1ccc2c(c1)NCCS2 | i | i | i | 2.3 | i | i | 3.4 | i | i | -1.1 | i
CNC(=S)Nc1cc(C)ccc1OC(F)F | i | i | i | -0.4 | i | i | -4.4 | i | i | 4.6 | i
CC(C)C(=O)NC(NCC1CCCO1)C(Cl)(Cl)Cl (stereo not drawn) | i | i | i | -0.3 | i | i | -8.3 | i | i | -4.9 | i
COc1cccc(/C(O)=C2/C(=O)C(=O)N(c3cc(C)on3)C2c2cccs2)c1 (stereo not drawn) | i | i | i | 3.3 | i | i | 11.9 | i | i | 4.5 | i
COc1cc(/C=N\NC(=O)C2COc3ccccc3O2)cc(OC)c1O (stereo not drawn) | i | i | i | -0.1 | i | i | -4.5 | i | i | 25.6 | i
CCC(C)NC(=O)c1ccccc1SC (stereo not drawn) | i | i | i | -0.1 | i | i | 7.5 | i | i | 0.1 | i
COc1ccc(CNC(=O)c2c(-c3c(F)cccc3Cl)noc2C)cc1 | i | i | i | -0.8 | i | i | 0.4 | i | i | -3.8 | i
CN(C)S(=O)(=O)c1ccc(N2CCCC2)c(C(=O)Nc2nc3ccc(F)cc3s2)c1 | i | i | i | 0.2 | i | i | 10.0 | i | i | -3.4 | i
CC(=O)n1ccnc1 | i | i | i | -0.1 | i | i | -3.8 | i | i | -2.6 | i
O=c1[nH][nH]cc1C=Nc1ccccc1Cl | i | i | i | 0.1 | i | i | 5.9 | i | i | -0.6 | i
Nn1cc(-c2ccccc2)nc1SCC(=O)NCC(F)(F)F | i | i | i | 0.4 | i | i | -1.2 | i | i | 8.2 | i
COc1cc(CCC(=O)OCC(=O)Nc2ncc(Cl)cc2Cl)cc(OC)c1OC | i | i | i | 0.2 | i | i | -4.0 | i | i | 8.2 | i
O=C1CS/C(=N/N=C/c2ccccc2OS(=O)(=O)c2ccccc2)N1 | i | i | i | -0.3 | i | i | 5.0 | i | i | -6.6 | i
O=C(c1ccco1)N1CCN(c2ncnc3scc(-c4cccs4)c23)CC1 | i | i | i | -0.5 | i | i | 1.9 | i | i | -0.1 | i
CC1Cc2ccccc2N1C(=O)CSc1nnc2c(n1)[nH]c1ccccc12 (stereo not drawn) | i | i | i | -0.2 | i | i | 15.3 | i | i | 3.3 | i
COc1cccc(NC(=O)CN2C(=O)C(c3ccc(C)cc3)=NC23CCCCCC3)c1 | i | i | i | 0.0 | i | i | 14.6 | i | i | -3.5 | i
Cc1cccc(C)c1NC(=O)C1CCCN1C(=O)Nc1cccc(F)c1 (stereo not drawn) | i | i | i | 0.0 | i | i | -4.8 | i | i | -5.2 | i

Just TRPC6 inhibitor and MrgX1 agonist, for some of the entries so far:
structure	TRPC6 inhibitor	MrgX1 agonist
O=C(COC(=O)CCC(=O)c1cccs1)Nc1cccc(S(=O)(=O)N2CCOCC2)c1	i	i
CC1CN(C(=O)C(C)Sc2nc3ccccc3s2)CC(C)O1 (stereo not drawn)	i	i
COc1ccc(CNC(=O)/C=C/c2ccco2)cc1OC	i	i
COc1cc(CNC23CC4CC(CC(C4)C2)C3)ccc1OCc1ccccc1	i	i
O=C(CSc1nnc(-c2ccccc2F)o1)NC1CCCCC1	i	i

The results go on:
structure | RGS4 pot | MrgX1 PAM | MrgX1 antag | HIF activator | MrgX1 agonist | TRPC4 block | SKKanGAS inh | TRPC6 activator | RGS4 inh | Platelet DG rel | TRPC6 inhibitor
Cc1cc(C)c2sc(N(CCN(C)C)C(=O)c3ccc4ccccc4c3)nc2c1 | i | i | i | 0.2 | i | i | -6.3 | i | i | -8.7 | i
CCC1(CC)C(=O)N=C2c3ccccc3C(=O)N21 | i | i | i | -0.1 | i | i | 3.1 | i | i | -2.4 | i
CCCCCCN(C(=O)CCCCCN1C(=O)NC(c2ccc(C(C)(C)C)cc2)C(C(=O)OCc2ccccc2)=C1C)C(C(=O)NCCCC)c1ccc(OCC(=O)OC)c(C(=O)OC)c1 (stereo not drawn) | i | . | . | 0.2 | . | . | 26.7 | i | i | -0.1 | i
C[C@@H](NC(=O)CN1C(=O)c2ccccc2S1(=O)=O)c1ccccc1 | i | i | i | 0.1 | i | i | 2.0 | i | i | -5.6 | i
CN(C)c1ccc(NC(=O)CCCCCn2nnc3ccccc3c2=O)cc1 | i | i | i | 0.4 | i | i | -5.4 | i | i | 2.5 | i
CCCn1c(=O)c2ccccc2n2c(SCC(=O)c3ccccc3)nnc12 | i | i | i | 0.0 | i | i | 6.6 | i | i | -7.6 | i
NC(=O)C1(N2CCCCC2)CCN(S(=O)(=O)c2ccccc2)CC1 | i | i | i | 0.7 | i | i | 3.4 | i | i | 4.8 | i
Cc1ccc(S(=O)(=O)/N=C(\N)c2ccc(Cl)cc2)cc1 | i | i | i | -17.6 | i | i | -5.5 | i | i | 1.6 | i
Cc1c(C(=O)NCc2cccnc2)sc2ncn(CC(=O)N3CCCCC3C)c(=O)c12 (stereo not drawn) | i | . | . | -0.1 | . | i | -4.8 | i | i | -2.2 | i
CN1CCN(CCC(=O)Nc2ccc3c(c2)OCO3)CC1 | i | i | i | 0.0 | i | i | -2.1 | i | i | 2.9 | i
COc1cc(NC(=O)c2ccc(Cl)cc2)c(OC)cc1Cl | i | i | i | -0.1 | i | i | 1.2 | i | i | -3.9 | i
COCCCNCCCCOc1ccc(OCc2ccccc2)cc1 | i | i | i | 1.4 | i | i | 9.1 | i | i | -4.6 | i
CN1N=C(C(=O)N2CCc3c([nH]c4ccccc34)C2c2ccccc2Cl)CCC1=O (stereo not drawn) | i | i | i | 5.3 | i | i | 15.2 | i | i | -1.7 | i
C=CCN1C(=O)/C(=C2/Sc3ccccc3N2C)SC1=Nc1c(C)n[nH]c1C | i | i | i | -0.2 | i | . | 8.6 | i | i | 52.6* | i
CCOC(=O)C(=O)N1CCN(c2nc(-c3ccc(Cl)cc3)cs2)CC1 | i | i | i | 0.2 | i | i | 4.7 | i | i | 0.5 | -6.2*
Cn1c(SCC(=O)NC2CC2)nnc1C1CC1 | i | i | i | 0.4 | i | i | -5.5 | i | i | -12.0 | i
Cc1ccc(S(=O)(=O)c2nc(-c3ccco3)oc2SCC(N)=O)cc1 | i | i | i | -0.2 | i | i | 12.1 | i | i | 1.3 | i
Cc1c(C)c2c(OCC(=O)N[C@@H](C(=O)O)c3ccccc3)cc3c(c2oc1=O)CCC(C)(C)O3 | i | i | i | 0.1 | 43.9* | i | 13.0 | i | i | 18.2 | i
O=C1CCCCCN1CP(=O)(O)CN1CCCCCC1=O | i | i | i | 0.5 | i | i | -4.3 | i | i | 3.1 | i
CCOC(=O)c1ccc2c(c1)N(CC)C(=O)c1ccccc1S2 | i | i | i | -0.9 | i | i | 4.0 | i | i | -2.3 | i
Cc1ccc(CNC(=O)Nc2ccccc2)c(C)c1 | i | i | i | 1.5 | i | i | 0.6 | i | i | -10.3 | i
Cc1ccc2c(c1)N(CC(=O)N1CCN(c3nc4ccccc4s3)CC1)C(=O)C(C)O2 (stereo not drawn) | i | i | i | 0.4 | i | i | 11.3 | i | i | -4.6 | i
Cc1c(NC(=S)N/N=C/c2ccc(O)cc2)c(=O)n(-c2ccccc2)n1C | i | i | i | -0.1 | i | i | -0.2 | i | i | 1.5 | i
CCCn1c(N)c(N(CCOC)C(=O)/C=C/c2ccc(C(=O)OC)cc2)c(=O)[nH]c1=O | i | i | i | -0.6 | i | i | -14.5 | i | i | -1.7 | i
CCOC(=O)c1ccc2c(c1)nc(SCC(=O)NC(C)C)n2CC | i | i | i | 0.1 | i | i | -3.4 | i | i | 6.3 | i
CCCc1cc(=O)n2[nH]c(-c3ccco3)nc2n1 | i | i | i | -0.3 | i | i | 5.4 | i | i | -3.0 | i
Cc1cc(C(=O)NNC(=O)c2ccc(C)s2)c(C)o1 | i | i | i | 0.0 | i | i | -7.8 | i | i | -1.1 | i
O=C(c1ccccc1Cl)N1CCC(c2nc3c(nnn3Cc3ccco3)c(=O)[nH]2)CC1 | i | i | i | 0.0 | i | i | -27.5 | i | i | 23.4 | i

Rows were taken by chance. Share with any hit: about 6.1%.
